phage Ecoli inh: growth loss of phage-infected E. coli, primary screen, RecBCD inhibitor project, absorbance, with phage, HTS | inhibition, % at 11.9 µM | 360,000 compounds, 0.26% hits | AID 651602, 2012; in the data active = inhibition above about 11%
PKA-R2B act: activators of PKA-R2B holoenzyme, primary screen, biochemical, fluorescence polarization, Cy5-IP20, human; PKA-R2B holoenzyme dissociation; R2B truncated from residue 108, S112A mutant; 0% DMSO only, 100% 113 µM cGMP; 340,000 compounds, 0.079% hits; cAMP-dependent protein kinase catalytic subunit beta (Homo sapiens) + cAMP-dependent …; activation, % at 11.4 µM; AID 504700, 2011;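 active = activation above a cutoff set at the mean over all compounds plus 3 SD, cut at about 18% in these data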;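 note: higher means more holoenzyme dissociation and a rise in polarization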
HTR5A ag ctr: HTR5A agonists in luminescence cell assay, primary screen, counter-screen for OPRM1-OPRD1 heterodimer agonist project, full-deck HTS; 5-hydroxytryptamine receptor 5A (Homo sapiens), P47898; cell-based; activation, % at 9.3 µM; 340,000 compounds, 0.61% hits; in the data active = activation mostly above about 9.5%, no sharp cut-off; inactive = mostly below about 7.6%;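 note: 0% = cells with vehicle only and 100% = reference agonist; strong numbers were not always called active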
Target sequence (P47898 whole entry, looked up): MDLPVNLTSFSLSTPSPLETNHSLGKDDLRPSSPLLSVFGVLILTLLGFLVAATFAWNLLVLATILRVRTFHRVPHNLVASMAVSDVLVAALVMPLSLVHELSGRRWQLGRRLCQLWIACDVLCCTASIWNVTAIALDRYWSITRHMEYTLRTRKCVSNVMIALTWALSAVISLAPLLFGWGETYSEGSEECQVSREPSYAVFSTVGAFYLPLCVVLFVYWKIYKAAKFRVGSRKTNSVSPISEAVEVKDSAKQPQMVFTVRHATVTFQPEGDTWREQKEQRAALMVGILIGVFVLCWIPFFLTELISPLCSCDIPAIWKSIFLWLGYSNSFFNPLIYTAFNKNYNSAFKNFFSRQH
CDK5 inh: inhibitors of human CDK5/p35 kinase, primary screen, biochemical, single concentration. Cyclin-dependent kinase 5 (Homo sapiens) + Cyclin-dependent kinase 5 activator 1 (Homo …. Recombinant CDK5/p35, ADP-Glo luminescence, 60 min. inhibition, % at 10 µM. 330,000 compounds, 0.01% hits. AID 488839, 2010;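 active = highest replicate inhibition of at least 50% and at least 75% of replicates reaching 50%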;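 note: plate controls were DMSO neutral control for no effect and GW8510 at 10 µM for full effect; many of its hits are not listed in these tables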
HTR5A inv ctr: HTR5A inverse agonists in luminescence cell assay, primary screen, counter-screen for OPRM1-OPRD1 heterodimer inverse agonist project, full-deck HTS | 5-hydroxytryptamine receptor 5A (Homo sapiens), P47898 | HTR5A cell line, inverse agonism | inhibition, % at 9.3 µM | 340,000 compounds, 0.083% hits; in the data active = inhibition mostly above about 23%, no sharp cut-off; inactive = mostly below about 18%;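 note: 0% = cells with DMSO and 100% = no-cell wells with DMSO; some compounds called inactive have numbers as strong as hits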
Tat export inh: E. coli Tat export inhibitors, primary screen, MC4100, TorA-mCherry reporter, fluorescence, single point. 340,000 compounds, 0.036% hits. AID 488895, 2010. inhibition, % at 10 µM;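 active = mean replicate inhibition at least 50% and at least half of replicates individually reaching 50%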;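 note: exported cargo escapes ClpAP degradation while cytoplasmic cargo is degraded and loses fluorescence; 0% = median of neutral control wells and 100% = median of NaSCN control wells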
DAGLB inh: DAGLB lipase inhibitors, primary screen, biochemical, fluorescence, HTS; Diacylglycerol lipase-beta (Homo sapiens), Q8NCG7; HEK293T DAGLB membrane lysate, EnzChek fluorogenic substrate; 340,000 compounds, 0.059% hits; inhibition, % at 5.17 µM; AID 504411, 2011; in the data active = inhibition above about 34%;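 note: 0% = enzyme with vehicle and 100% = wells lacking enzyme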
Target sequence (Q8NCG7 whole entry, looked up): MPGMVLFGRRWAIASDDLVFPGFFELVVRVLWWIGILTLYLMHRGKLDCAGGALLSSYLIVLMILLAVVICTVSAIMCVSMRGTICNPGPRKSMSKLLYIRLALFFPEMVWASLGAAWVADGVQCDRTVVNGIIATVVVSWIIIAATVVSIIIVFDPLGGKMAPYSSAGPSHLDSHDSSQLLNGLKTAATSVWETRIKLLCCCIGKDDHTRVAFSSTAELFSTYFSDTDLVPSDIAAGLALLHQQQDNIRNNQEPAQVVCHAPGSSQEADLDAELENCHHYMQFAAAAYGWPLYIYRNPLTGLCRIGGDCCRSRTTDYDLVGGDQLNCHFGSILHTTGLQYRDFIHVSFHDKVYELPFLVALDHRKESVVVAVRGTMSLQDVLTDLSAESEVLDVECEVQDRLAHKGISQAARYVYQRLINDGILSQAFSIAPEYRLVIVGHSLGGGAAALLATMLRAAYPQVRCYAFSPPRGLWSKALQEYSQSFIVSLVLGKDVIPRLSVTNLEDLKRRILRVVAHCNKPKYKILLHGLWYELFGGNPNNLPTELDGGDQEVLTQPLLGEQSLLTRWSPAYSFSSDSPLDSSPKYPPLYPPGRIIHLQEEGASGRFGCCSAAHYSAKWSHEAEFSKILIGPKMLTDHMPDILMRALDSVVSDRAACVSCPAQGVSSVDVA
Mot1-301 SUMO: yeast Mot1-301 growth rescue at high temperature, primary screen, SUMOylation pathway inhibitor project, S. cerevisiae, ATP luminescence, 38.5C; S. cerevisiae Mot1-301 growth rescue; percent above DMSO median, 100 means doubled; growth rescue, % at 18.8 µM; 320,000 compounds, 1% hits;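 active = every valid replicate shows activation above 250% relative to neutral control wells; inactive = the rest, any valid replicate at or below 250%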;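 note: OY570 slx delta 5 strain wells were the positive control but not used for scaling; some compounds called inactive have numbers as strong as hits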
AddAB inh: growth inhibition of E. coli expressing H. pylori AddAB, primary screen, AddAB inhibitor project, absorbance | inhibition, % at 11.9 µM | 330,000 compounds, 0.29% hits | AID 435030, 2010; in the data active = inhibition above about 12%;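 note: 0% = vehicle wells of infected cells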
PKA-R1A act: activators of PKA-R1A holoenzyme, primary screen, biochemical, fluorescence polarization, Cy5-IP20, bovine R1A, mouse PKAc; cAMP-dependent protein kinase type I-alpha regulatory subunit (Bos taurus) + …; PKA-R1A dissociation; scaled: DMSO 0%, 113 µM cGMP 100%; activation, % at 11.4 µM; 340,000 compounds, 0.083% hits;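 active = percent activation above the mean of all tested compounds plus 3 SD, cut at about 19% in these data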;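 note: higher means more PKAc released from R1A so a rise in polarization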
Ecoli viability: E. coli V3065 growth inhibition, primary screen, counter-screen for AddAB inhibitor project, absorbance, OD600. AID 449728, 2010. inhibition, % at 11.9 µM. 330,000 compounds, 0.27% hits. 18 h;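 active = inhibition above the campaign's mean inhibition across all tested compounds plus 3 SD, cut at about 9.9% in these data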;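 note: uninfected addAB+ strain grown without phage in ampicillin broth; 0% = DMSO wells and 100% = ciprofloxacin 0.95 µg/ml wells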
* marks the source's active call; other numbers are inactive results; x = no result given.

Values run as follows: phage Ecoli inh, PKA-R2B act, HTR5A ag ctr, CDK5 inh, HTR5A inv ctr, Tat export inh, DAGLB inh, Mot1-301 SUMO, AddAB inh, PKA-R1A act, Ecoli viability
- O=C(c1cccc(C(F)(F)F)c1)C1CCCN(C(=O)CCCN2CCCC2=O)C1 (stereo not drawn)
→ 2.4, -8, 0, -2.1, -5, 8, 2, -8, 0.8, -14, 0.9
- COCCNCCCOc1ccc(C)cc1Br
→ 4.4, -3, 3, -0.5, 3, 1, -3, -12, 2.8, -3, 1.1
- CCOC(=O)c1cc(CC)sc1/N=C/C1=C(O)CCCC1=O
→ 4.8, -7, 4, 2.0, -14, -3, 0, -5, 7.8, -8, -1.6
- CCOc1ccc(C(=O)Cc2ccccc2)cc1
→ 1.7, 16, 0, 1.4, 1, -4, -6, x, x, 5, x
- O=C(Cn1cnc2ccccc21)OCC(=O)N1CCc2ccccc2C1
→ 3.0, -13, 2, -2.1, -11, 20, 3, 2, 0.2, -3, -3.6
- Cc1csc(SCC(=O)Nc2ccc(C)c(F)c2)n1
→ 2.0, 6, -11, 0.3, 27, -4, -5, x, 1.8, -4, -0.3
- Cc1ccc(S(=O)(=O)N2CCN(c3nc(CN4CCCC4)nc4sc(C)c(C)c34)CC2)cc1
→ -2.4, -6, 0, 0.4, -3, -6, -3, 284, -1.2, -3, -1.8
- Cc1cc(/C=N/NC(=O)COc2cccc3cccnc23)c(C)n1-c1ccc(O)cc1
→ 2.7, 4, -5, -0.8, 14, -2, -1, 2, 1.5, -8, 2.5
- COc1ccc(-c2cc(-c3nnc(COC(=O)C4CC4C)o3)c3ccccc3n2)cc1OC (stereo not drawn)
→ 3.6, 8, 5, 0.0, -35, 2, -7, -19, 1.5, -14, -0.5
- CCCN(CCC)C(=O)Nc1ccc(F)cc1F
→ 3.4, 6, -1, -0.4, -16, 1, 0, 6, -0.6, 5, 0.9
- O=S(=O)(c1ccccc1)c1nc(-c2ccccc2F)oc1NCc1cccnc1
→ 0.5, -17, 1, 0.3, -31, 1, -1, 2, -0.5, -6, 1.3
- Cc1onc(-c2c(F)cccc2Cl)c1C(=O)NCc1ccccc1
→ 1.6, 10, 0, 2.3, 0, 1, -1, 24, -0.5, -9, 0.2
- Cc1ccc(/C=N/NC(=O)c2ccccn2)o1
→ 2.4, 0, 2, -0.2, 9, -6, -1, -28, 2.0, 2, -0.1
- COC(=O)c1ccccc1NC(=O)C12CC3CC(C1)CC(n1cnc(Cl)n1)(C3)C2
→ 1.4, 4, -1, 5.4, -9, 7, -4, 52, 0.2, -1, -1.6
- Cc1nnn(C23CC4CC(CC(CC(=O)Nc5ccc(C)c(Cl)c5)(C4)C2)C3)n1
→ 2.1, 7, 3, -4.3, -15, 6, -2, -17, -0.3, -8, 2.2
- Cc1ccccc1N(C(=O)Cn1nnc2ccccc21)C(C(=O)NCc1ccco1)c1ccncc1 (stereo not drawn)
→ 1.0, -5, -1, 0.7, 4, 2, 1, 5, 1.9, -10, 1.1
- O=C1CCC/C(=N/NC(=O)c2ccc(CN3c4cccc5cccc(c45)S3(=O)=O)cc2)C1
→ 1.3, -2, -1, 2.3, -14, 4, -1, -6, 0.9, 3, -0.2
- N#CN1CCC(NS(=O)(=O)c2ccc(C(F)(F)F)cc2)C1 (stereo not drawn)
→ 2.4, -5, 2, 0.1, -4, 3, -9, 49, 1.2, -8, 2.4
- Cc1ccc(C)c(N=Cc2c(O)c3ccccc3oc2=O)c1
→ x, -4, 0, 0.7, 1, 3, -2, 0, 1.2, 0, 0.7
- CC(=O)c1cccc(S(=O)(=O)N(CCCO)Cc2cc3ccc(C)cc3[nH]c2=O)c1
→ 1.6, 2, 2, 0.2, 6, 3, 1, -13, 0.8, 0, -4.0
- O=C(CN1CCN(C(=O)c2ccccc2)CC1)Nc1cccc(S(=O)(=O)N2CCCC2)c1
→ 1.5, 0, 3, 0.5, 12, -12, 0, x, x, -1, x
- Cc1cc(NC(=O)COC(=O)COc2cccc3c2OC(C)(C)C3)no1
→ 1.3, 6, 2, x, -13, -6, -1, 33, 0.9, -2, -1.3
- CC(c1cccs1)N(Cc1ccco1)C(=S)Nc1ccc(F)c(Cl)c1 (stereo not drawn)
→ 3.8, -6, 2, 0.6, -7, -11, 1, 13, 1.6, -4, 3.6
- Cc1nc(N/N=C/c2ccccc2)nc(N(C)c2ccccc2)c1[N+](=O)[O-]
→ 0.8, -4, -1, 2.9, 12, 1, -6, -3, 0.1, 4, -3.2
- COc1ccc(C/C(N)=N/OC(=O)c2ccco2)cc1OC
→ 2.6, -3, 2, 1.7, -4, 6, -4, -10, 2.8, 1, 0.7
- CC(C)(C)OC(=O)C[C@H]1C/C=C\C[C@H](CC(=O)NCCO)C(=O)NC[C@@H](c2ccccc2)OC1=O
→ 2.4, -5, -3, -0.4, 8, 7, -3, 3, 0.6, -4, -0.5
- Cc1ccc(C)c(S(=O)(=O)N/N=C/c2ccc(N3CCOCC3)cc2)c1
→ -0.6, -2, 3, -2.6, -20, -13, 4, 12, -0.9, -9, 0.4
- COCc1ccc(CN2CCC(CO)(CC3CCCCO3)CC2)o1 (stereo not drawn)
→ 4.5, 1, 7, -0.6, 1, -5, 0, -3, 1.4, 7, 0.6
- CCOC(=O)c1c(C)oc2c1c(C=NCCO)c(O)c1ccccc12
→ 4.0, 8, 17*, 1.6, -46, 8, 1, x, x, -3, x
- O=C(C1CCCN1C(=O)c1cccs1)N1CCN(Cc2ccc3c(c2)OCO3)CC1 (stereo not drawn)
→ 2.9, -3, -1, 0.8, 17, -3, -2, x, 0.1, -5, 0.2
- O=C(c1ccccn1)C1CCCN(Cc2cn[nH]c2-c2cc3ccccc3o2)C1 (stereo not drawn)
→ 1.2, -2, 1, -0.7, 2, 0, 1, 233, 3.2, -3, 1.4
- O=C(COC(=O)c1ccc(Br)o1)NCc1ccco1
→ 1.7, -7, 1, -2.3, -3, 4, 0, x, 0.5, -14, -1.6
- O=C(O)c1ccccc1SC1CC(=O)N(C2CCCCC2)C1=O (stereo not drawn)
→ x, -9, 10, -0.2, -29, 2, 2, 116, 1.1, -2, 1.5
- Fc1ccc(NC(=S)Nc2ccc(Br)cc2)cc1
→ 9.2, -10, 2, -2.2, 17, -2, 0, 2, 0.0, 1, 1.2
- O=C(NCC1CCCO1)c1ccccc1-c1nc(-c2ccc(Cl)cc2)no1 (stereo not drawn)
→ 0.5, -7, -6, 1.2, -8, 13, 0, 12, 1.1, 8, -2.5
- Cc1c2cnn(-c3ccccc3)c(=O)c2c(C)n1CCCC(=O)N1CCN(C2CCCCC2)CC1
→ 0.9, 0, 0, -0.1, 1, 5, 1, 4, -0.1, -5, -0.8
- Clc1ccc(-c2nsc(N3CCOCC3)n2)c(Cl)c1
→ 1.2, -4, -2, 1.4, 5, -8, -22, 12, 0.1, -4, -2.6
- CCC1(C(=O)c2ccccc2)C(c2ccc([N+](=O)[O-])cc2)C1(C(=O)OC)C(=O)OC (stereo not drawn)
→ 6.0, -10, 0, 0.0, 14, 3, 0, -3, 1.8, -16, -2.4
- Cc1cccc(/C=C2/S/C(=N/N=C3\CC4CCC3(C)C4(C)C)NC2=O)c1 (stereo not drawn)
→ 1.3, 0, -1, -0.4, 2, -9, 1, -29, 2.4, -13, -2.9
- Cc1ccc(C(=O)O)cc1NC(=O)C1CCCN1S(=O)(=O)c1cccc2nsnc12 (stereo not drawn)
→ -0.2, -6, -5, 1.8, 13, -5, -3, 235, 1.0, -4, 2.1
- COc1ccc(C(O)P(=O)(OC(C)C)c2ccc(N(C)C)cc2)c(OC)c1 (stereo not drawn)
→ 0.4, -1, 0, 0.2, -1, -2, 0, 85, 2.0, -2, -0.3
- CSc1nc(Sc2ccc(Cl)cc2)c2ccccc2n1
→ 3.3, 4, 3, 0.0, -9, 5, -8, -10, 0.0, 2, 1.7
- CCOC(=O)C1CCN(C(=O)c2ccc(OCC(=O)Nc3cccc(C(F)(F)F)c3)c(OC)c2)CC1
→ -0.8, 0, 1, 0.9, -1, 7, -2, -1, 1.4, -7, -0.8
- CCN(CC)CCN1C(=O)C(=O)/C(=C(/O)c2c(C)[nH]c(C(=O)OC)c2C)C1c1ccc(OC)cc1 (stereo not drawn)
→ 0.6, 1, -3, -2.3, 13, 3, 0, -7, 1.2, 5, 0.7
- O=C(C1=C[C@@H](c2coc3ccccc3c2=O)C[C@@H](OCc2ccc(CO)cc2)O1)N1CCN(Cc2ccccc2)CC1
→ x, -8, 0, 0.8, 10, 10, -1, 16, 4.2, -5, -1.5
- Cc1nn(C(C)C(=O)N2CCCC2)c(=O)c2nn(-c3ccccc3)c(C)c12 (stereo not drawn)
→ 4.0, -4, 2, 0.7, -9, -2, -3, -19, 2.2, -13, -0.9
- CCC(=O)N/N=C/c1ccc(OS(=O)(=O)c2ccccc2)cc1
→ 2.9, -6, 4, -1.2, -15, -7, -1, 39, 2.9, -3, -0.9
- COc1ccc(CN(CC2CCC(C(=O)O)CC2)C(=S)Nc2cc(C)cc(C)c2)cc1 (stereo not drawn)
→ 4.7, 1, 7, -0.1, -3, -3, 1, x, 0.7, 13, 3.4
- Cc1ccccc1C(=O)NCC(=O)OC(C)C(=O)NCc1ccco1 (stereo not drawn)
→ -2.5, -2, 1, 1.0, -3, -13, -5, -4, 0.2, -7, 0.7

From PubChem
